HTT ATP protect: cytoprotection in Huntington HTT-Q103 PC12 cell model | PC12 HTT-Q103 induced, cytoprotection, ATP luminescence, 40 h | Potency, µM (titrated, usually from 56.4 µM), for inactives: cytoprotection (ATP increase), hits mostly activators | 230,000 tested, 0.14% active | AID 1471;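 also: % of control where 0% means no effect; nearly all actives have a fitted effect of over 45% in size; toxic huntingtin expression switched on by the ecdysone agonist tebufenozide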
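Quantitative HTS on tebufenozide-induced (100 nM) PC12 cells expressing HTTQ103 exon 1–GFP; compounds tested as a concentration series; survival measured via cellular ATP.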
TRb-SRC2 inh: TRbeta-SRC2 interaction inhibition; 280,000 tested, 0.065% active; Potency, µM (top dose mostly 106 µM), for the others: top-dose activity change, negative = inhibition, usual class: inhibitors; TRbeta-SRC2 peptide binding, fluorescence polarization; receptor liganded with 1 µM T3; P10828; AID 1469;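 also: plate controls were bound peptide for no effect and peptide without receptor for full effect; nearly all actives have a fitted effect of over 50% in size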
Target sequence (P10828 whole entry, looked up): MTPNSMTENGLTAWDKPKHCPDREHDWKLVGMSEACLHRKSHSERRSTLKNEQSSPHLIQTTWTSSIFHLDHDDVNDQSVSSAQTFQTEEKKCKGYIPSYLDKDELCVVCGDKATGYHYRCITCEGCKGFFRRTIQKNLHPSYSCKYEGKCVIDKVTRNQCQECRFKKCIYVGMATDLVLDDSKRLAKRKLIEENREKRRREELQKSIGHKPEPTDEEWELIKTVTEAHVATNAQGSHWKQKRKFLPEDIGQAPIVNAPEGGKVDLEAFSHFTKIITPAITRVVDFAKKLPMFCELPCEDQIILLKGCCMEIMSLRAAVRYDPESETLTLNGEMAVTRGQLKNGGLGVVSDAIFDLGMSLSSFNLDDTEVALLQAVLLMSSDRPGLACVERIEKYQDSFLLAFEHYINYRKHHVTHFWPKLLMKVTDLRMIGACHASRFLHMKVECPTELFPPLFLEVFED
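Compounds were added to 0.6 uM TRb ligand-binding domain and 20 nM Texas Red-labeled SRC2 peptide in Tris buffer containing 1 uM T3, incubated 5 hr at ambient temperature, then read by fluorescence polarization.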
Tau ThT inhib: blocks human tau fibril formation measured by thioflavin T; Potency, µM (series often up to 57.4 µM), for the others: at the top dose activity, negative = inhibition, hits mostly inhibitors; AID 1460; recombinant tau K18 P301L, heparin-induced fibrillization, ThT fluorescence; P10636; 270,000 tested, 2.1% active; also: % is scaled to controls: 0 for no effect and ±100 for the full control effect; nearly all actives have a fitted effect of over 55% in size
Target sequence (P10636 561-689 P618L limits assumed): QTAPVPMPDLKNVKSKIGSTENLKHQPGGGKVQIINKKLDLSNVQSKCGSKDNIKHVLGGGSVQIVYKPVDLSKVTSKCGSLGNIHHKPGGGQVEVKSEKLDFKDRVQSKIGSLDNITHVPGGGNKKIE
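Recombinant human tau K18 fragment […] carrying P301L, 15 uM unlabeled plus 0.24 uM Alexa 594-labeled, was fibrillized with 20 uM heparin in 100 mM sodium acetate pH 7 for 6 hr at 37 C; 30 uM ThT fluorescence read after 1 hr.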
Tau fluor counter: counter-screen for tau fibril formation inhibitors. tau K18 P301L (four-repeat tau fragment) Alexa594 fluorescence, heparin fibrillization. Potency, µM (doses to about 57.7 µM), inactives show top-dose activity change, negative = decrease. 280,000 tested, 0.93% active. AID 1463; also: % is scaled to controls: 0 for no effect and ±100 for the full control effect; nearly all actives have a fitted effect of over 55% in size
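Human K18 P301L tau (15 uM unlabeled plus 0.24 uM Alexa 594-labeled, final) in 100 mM sodium acetate pH 7 was mixed with compound and 20 uM heparin and incubated 6 hr at 37 C.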
Tau fibril FP: inhibitors of human tau fibril formation; P10636; K18 P301L tau heparin fibrillization, Alexa594 FP, 6 h; Potency, µM (series often up to 57.7 µM), without a hit: at the highest dose activity, negative = inhibition, hits mostly inhibitors; 280,000 tested, 0.39% active; AID 1468; also: % is scaled to controls: 0 for no effect and ±100 for the full control effect; nearly all actives have a fitted effect of over 55% in size
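Quantitative HTS format: compounds meet 15 uM recombinant K18 P301L tau and Alexa 594-tau tracer in 100 mM sodium acetate pH 7; 20 uM heparin triggers fibrillization at 37 C over 6 hr; FP gives the signal.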
L3MBTL1 inh: L3MBTL1 (human) inhibition; Q9Y468; AlphaScreen L3MBTL1–H3K9me1 peptide binding; Potency, µM (series often up to 57.1 µM), for the others: at the highest dose activity, negative = inhibition, usual class: inhibitors; 230,000 tested, 0.66% active; AID 485360; also: % is scaled to controls: 0 for no effect and ±100 for the full control effect; nearly all actives have a fitted effect of over 60% in size
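Displacement of a biotinylated histone H3(1-15) peptide monomethylated at Lys9 (75 nM) from L3MBTL1 (50 nM) was measured by AlphaScreen after a 30 min room-temperature compound incubation; cefsulodin titration served as intraplate control.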
TR SRC2 fluor cs: Texas Red fluorescence interference in TRb-SRC2 counter-screen. TRb/SRC2 Texas Red total fluorescence interference. Potency, µM (titrated, usually from 106 µM), for inactives: at the top dose fluorescence change, negative = quenching. 280,000 tested, 0.29% active. AID 1479; active = well fitted curve in either direction with a large enough effect; inconclusive = small, poorly fitted or top-dose-only effect; also: % is scaled to controls: 0 for no effect and ±100 for the full control effect
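Human TRb ligand-binding domain at 0.6 uM with 20 nM Texas Red SRC2 peptide in Tris buffer containing 1 uM T3 and 5% DMSO, incubated with compound 5 h at ambient temperature. Total fluorescence (555/632 nm) calculated as parallel + 2 × perpendicular.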
RECQ1 helicase: blocks DNA unwinding by human RECQ1 | P46063 | RECQ1 DNA unwinding, red fluorescence kinetic read | Potency, µM (doses to about 57.3 µM), inactives show at the top dose activity, negative = inhibition, hits mostly inhibitors | 240,000 tested, 0.54% active;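 also: plate controls were vehicle for no effect and no enzyme for full effect; nearly all actives have a fitted effect of over 30% in size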
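RECQ1T1 50 nM; forked duplex (20 bp + 30-nt ss tails) 200 nM, ATP 2 mM final; pH 8.0, 2 mM MgCl2, 2.5 ug/ml poly(dI-dC); 15 min compound preincubation; discontinuous kinetic read over 2 h at RT.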
* hit, by the source's call; i = inactive; ? = inconclusive; · = not tested or not shown; [ ] = another dose, or the depositor's remark. Unless noted, calls follow the shape of the dose curve; as a rule, active = well fitted curve in the direction sought with a large enough effect; inconclusive = small, poorly fitted or top-dose-only effect, or another doubt; inactive = no such curve, though single readings can be large; an effect the other way counts as inactive or inconclusive. Potency is read from the fitted curve at half-maximal effect.

Structure	HTT ATP protect	TRb-SRC2 inh	Tau ThT inhib	Tau fluor counter	Tau fibril FP	L3MBTL1 inh	TR SRC2 fluor cs	RECQ1 helicase
Fc1ccc(-c2cc(C(F)(F)F)nc(-n3cncn3)n2)cc1	12%[10 µM]	-1%	-4%	-2%	-2%	3%	-1%	-15%
O=C(/C=C/c1ccccc1)Oc1coc(CSc2ncccn2)cc1=O	-28%	-9%	?	-23%	?	·	0%	-10%
CC(=O)N(CCC(c1ccco1)C(C)C)Cc1ccc(OC(C)C)cc1 (centres undefined)	19%[10 µM]	5%	-16%	-12%	5%	-10%	3%	i
CCc1nnc(NC(=O)CSc2nccn2-c2cccc(C)c2C)s1	-7%	-4%	-8%	-10%	?	-11%	1%	3%
COCCNC(=O)c1onc(CSc2ccc(F)c(F)c2)c1C(=O)O	1%	-4%	-5%	-3%	-2%	5%	0%	-5%
COC(=O)CN1C(=S)N(c2ccc(Cl)cc2)C(=O)C1CC(=O)Nc1ccccc1 (centres undefined)	·	3%	6%	-22%	-15%	-1%	-1%	-5%
CCOC(=O)N1CCN(c2c(-c3ccc(C)cc3)c(=O)c2=O)CC1	23%[10 µM]	-3%	0%	3%	7%	8%	-6%	i
Cc1ccc2cc(C(c3nnnn3C3CCCC3)N(Cc3cccnc3)Cc3ccco3)c(=O)[nH]c2c1 (centres undefined)	16%	15%	-1%	6%	4%	29%[11.4 µM]	0%	-1%
COc1ccc(-c2cc(C(F)(F)F)n3nc(C(=O)NCc4ccco4)cc3n2)cc1OC	-27%	4%	?	-24%	1%	·	2%	-1%
O=C(OCc1nc2ccccc2c(=O)[nH]1)c1cccs1	-21%[10 µM]	10%	-8%	1%	-3%	3%	-1%	-3%
CCC(Sc1nc2sc(C(=O)OC)c(C)c2c(=O)n1N)C(=O)NCC1CCCO1 (centres undefined)	17%[10 µM]	-3%	-7%	7%	4%	9%	-1%	i
CN1C(=O)c2cccc(NCCCCCCN3C(=O)c4ccccc4C3=O)c2C1=O	-15%	-6%	?	-16%	-8%	·	-3%	-7%
Cc1cc(CNC(=O)COc2ccc(C#N)cc2)c2ccccc2n1	5%[10 µM]	-11%	-11%	-7%	-2%	-8%	-1%	7%
CCCCN(CCCC)CC(O)CN1C(=O)NC(C)(C)C1=O (centres undefined)	19%	-11%	-1%	-2%	2%	·	0%	-3%
N#Cc1c(NC(=O)CSC2=NCCS2)sc2c1CCCC2	-15%	-15%	?	-16%	2%	0%	1%	i
O=C(NC(Cc1ccccc1)C(=O)O)/C(=C/c1ccc(F)cc1)NC(=O)c1ccccc1 (centres undefined)	10%[10 µM]	3%	1%	-2%	-6%	1%	-3%	-2%
O=C(CN1C(=O)C2C3C=CC(C3)C2C1=O)NCc1ccc2c(c1)OCO2 (centres undefined)	-8%[10 µM]	-17%	-3%	1%	5%	5%	-1%	i
COc1ccc(NC(=O)Nc2ccccc2OC)cc1	-36%	-11%	?	-25%	?	·	-2%	-12%
Cc1ccc(C)c(NC(=O)C2CCCN(S(=O)(=O)c3ccc4[nH]c(=O)ccc4c3)C2)c1 (centres undefined)	·	-2%	-5%	-10%	3%	7%	0%	·
CC(C)CN(C(=O)c1cccc(S(=O)(=O)N2CCCCC2)c1)C1CCS(=O)(=O)C1 (centres undefined)	·	5%	12%	7%	?	·	-13%	·

Following part
Structure	HTT ATP protect	TRb-SRC2 inh	Tau ThT inhib	Tau fluor counter	Tau fibril FP	L3MBTL1 inh	TR SRC2 fluor cs	RECQ1 helicase
CCOC(=O)C1CCN(c2ccc([N+](=O)[O-])c(C(C)=O)c2)CC1	-14%	1%	?	-5%	6%	-16%	0%	-5%
C[C@H](O)CO[C@H]1[C@H]2O[C@H]3[C@H](O)[C@@H](O)[C@@H](O[C@H]4[C@H](O)[C@@H](O)[C@@H](O[C@H]5[C@H](O)[C@@H](O)[C@@H](O[C@H]6[C@H](O)[C@@H](OC[C@H](C)O)[C@@H](O[C@H]7[C@H](O)[C@@H](OC[C@H](C)O)[C@@H](O[C@H]8[C@H](O)[C@@H](O)[C@@H](O[C@@H]([C@@H]1O)[C@@H](CO)O2)O[C@@H]8CO)O[C@@H]7CO)O[C@@H]6CO)O[C@@H]5CO)O[C@@H]4CO)O[C@@H]3CO	?	4%	4%	2%	5%	·	-1%	i
O=C(Nc1ccc2nc(SCC(=O)N3CCCC3)sc2c1)c1ccc(Br)cc1	·	-12%	?	-20%	?	·	?	·
CN=C1SC(CC(=O)Nc2ccc(F)cc2F)C(=O)N1/N=C/c1ccc(OC(F)F)c(OC)c1 (centres undefined)	-44%[inhibitor][1.9 µM]	-2%	12%	-10%	?	10%	2%	i
CCn1nnnc1SCC(=O)Nc1ccc2c(c1)OCCO2	2%[10 µM]	-4%	1%	10%	5%	-3%	-2%	1%
Cc1ccc(CCNC(=O)CCCn2c(=O)c3ccccc3n(Cc3ccccc3C)c2=O)cc1	·	4%	-2%	-1%	-7%	·	3%	·
Cc1cc(C)nc(-n2nc(C)c(Br)c2Nc2ccc(Br)cc2)n1	10%	0%	-11%	-14%	-10%	·	-2%	-14%
O=C(Nc1cccc(Cl)c1)c1ccc2nc(CCc3ccccc3)oc2c1	·	5%	-9%	?	?	·	-4%	·
O=S(=O)(c1ccccc1)n1nc(-c2ccccc2)nc1NCc1ccc(Cl)cc1	·	-1%	5%	?	?	·	-5%	·
O=c1oc2ccccc2c(NCc2ccc(Cl)cc2)c1[N+](=O)[O-]	10%[10 µM]	1%	·	-21%	-8%	·	-1%	-16%
CC1CCC2C(=O)OC(CN3C(=O)c4ccccc4C3=O)CN2C1c1ccc(Br)cc1 (centres undefined)	-3%[10 µM]	0%[11.2 µM]	-9%[11.5 µM]	-10%[11.6 µM]	-8%[11.6 µM]	·	1%[11.2 µM]	i[11.5 µM]
CCOC(=O)c1c(C)c(-c2ccccc2)n(CC(=O)Nc2ccc(OCC)cc2)c1C	·	6%	-9%	-17%	-4%	·	-6%	·
O=C(NCc1ccco1)C(c1cccs1)N(C(=O)C1COc2ccccc2O1)c1cccc(O)c1 (centres undefined)	-14%[10 µM]	-4%	-4%	-19%	1%	-7%	0%	-1%
Cc1ccc(-c2noc(CCC(=O)N(C)c3ccccc3F)n2)cc1	·	-2%	-14%	-17%	9%	·	0%	·
CCn1c(SCC(=O)NC(C)(C)C)nnc1-c1ccccn1	-7%	5%	-4%	-1%	4%	·	-3%	-2%
COc1ccc(CNC(=O)Cn2nnc(-c3ccc(C(F)(F)F)cc3)n2)cc1	·	-8%	12%	9%	-2%	·	-1%	·
Cc1nn(-c2ccccc2)c(Cl)c1/C=N/Nc1nnc(C)c(=O)[nH]1	-55%[inhibitor][10 µM]	8%[53 µM]	6%	3%	-2%[2.34 µM]	-26%	5%[53 µM]	-11%
C=C(C)C1CC=C(CN2CCC(C(=O)OCC)CC2)CC1 (centres undefined)	-16%	-2%	1%	-1%	9%	6%	0%	i
COC(=O)c1sc2ncccc2c1-n1c(C)ccc1C	·	2%	-1%	-1%	8%	·	-2%	·
COCCN(CCOC)C(=O)c1cc2sc3ccccc3c2s1	-10%	-1%	-9%	-5%	-5%	3%	-7%	i

Limited to HTT ATP protect, TR SRC2 fluor cs and L3MBTL1 inh, for some of the entries so far:
canonical_smiles | HTT ATP protect | TR SRC2 fluor cs | L3MBTL1 inh
N#Cc1c(NC(=O)CSC2=NCCS2)sc2c1CCCC2 | -15% | 1% | 0%
O=C(NC(Cc1ccccc1)C(=O)O)/C(=C/c1ccc(F)cc1)NC(=O)c1ccccc1 (centres undefined) | 10%[10 µM] | -3% | 1%

Next part.
Structure	HTT ATP protect	TRb-SRC2 inh	Tau ThT inhib	Tau fluor counter	Tau fibril FP	L3MBTL1 inh	TR SRC2 fluor cs	RECQ1 helicase
CC1CC(NS(=O)(=O)c2cccs2)CC(C)(C)C1 (centres undefined)	17%	-3%	-6%	-15%	-18%	·	-2%	-5%
C(=N\N1CCN(C(c2ccccc2)c2ccccc2)CC1)/c1ccc2c(c1)OCO2	15%[10 µM]	5%	-18%	?	7%	-7%	1%	i
O=C(NC1CCCCC1)c1ccc(Cn2c(SCc3cccc(F)c3)nc3cccnc32)cc1	·	9%	4%	-7%	8%	·	-2%	·
CC[n+]1c(C)sc2c3ccsc3ccc21	-10%[10 µM]	0%	?	-4%	-11%	-9%	-1%	-14%
COC(=O)[C@@H]1[C@@H]2C[C@H]3c4[nH]c5cc(OC)ccc5c4CCN3C[C@@H]2C[C@H](OC(=O)/C=C\c2cc(OC)c(OC)c(OC)c2)[C@H]1OC	-1%[40.3 µM]	8%[53 µM]	·	·	·	·	1%[53 µM]	-3%[25.9 µM]
CCOc1ccccc1C(=O)Nc1ccccc1O	-6%	-1%	-17%	-19%	?	-7%	-4%	-1%
CCCCCO	12%	0%	·	·	·	1%	0%	-1%
O=C(NC1CC1)c1ccc(F)cc1Cl	-8%	-1%	-8%	-7%	2%	·	2%	i
CCOC(=O)C1CCN(S(=O)(=O)Cc2ccc(Cl)cc2)CC1	-17%[0.074 µM]	-15%	?	-4%	0%	-11%	2%	-10%
Cc1ccc2nc(C)c3c(c2c1)OC(C(C)(Cl)Br)C3 (centres undefined)	-9%[10 µM]	-4%	-10%	-10%	-3%	·	1%	37%[activator]
CCC(NC(=O)c1ccc(C#CC2(O)CCCCC2)cc1)C(=O)O (centres undefined)	-6%	-2%	2%	-1%	12%	33%[activator]	-1%	10%
Cn1c(=O)c2c(nc(Br)n2CCSc2nnnn2-c2ccccc2)n(C)c1=O	-15%[0.074 µM]	-7%	-5%	-2%	-8%	3%	1%	-11%
CC(C)CCNC(=O)C(=O)NCCC1=CCCCC1	-17%[10 µM]	-5%	0%	-1%	3%	-1%	1%	-1%
CCC(Cn1nnc2ccccc2c1=O)NC(=O)Nc1ccc(C)cc1C (centres undefined)	·	-5%	1%	0%	-4%	·	0%	·
COc1ccc(S(=O)(=O)N2CCC(C(=O)N3CCN(c4ccccc4OC)CC3)CC2)cc1	17%	5%	-1%	3%	10%	1%[11.4 µM]	0%	1%

Bioassay records (PubChem BioAssay)

Only part of the results is shown; count on the stated rates, not on these rows.
